TexasRed fluor: counter-screen for TRb-SRC2 inhibitors: fluorescence interference. 280,000 compounds, 0.29% hits. Potency, µM (titrated, usually from 106 µM), without a hit: top-dose fluorescence change, negative = quenching. TRb/SRC2 Texas Red total fluorescence interference; active means well fitted curve in either direction with a large enough effect; inconclusive means small, poorly fitted or top-dose-only effect; further: on the % scale 0 is the no-effect control and ±100 the full control effect
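Human TRb ligand-binding domain at 0.6 uM with 20 nM Texas Red SRC2 peptide in Tris buffer containing 1 uM T3 and 5% DMSO, incubated with compound 5 h at ambient temperature. Total fluorescence (555/632 nm) calculated as parallel + 2 × perpendicular.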
TRb-SRC2 inh: disrupts binding of human TR beta to SRC2; 280,000 compounds, 0.065% hits; P10828; TRbeta-SRC2 peptide binding, fluorescence polarization; receptor liganded with 1 µM T3; Potency, µM (top dose mostly 106 µM), for inactives: at the top dose activity change, negative = inhibition, actives largely listed as inhibitors;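 further: plate controls were bound peptide for no effect and peptide without receptor for full effect; nearly all actives have a fitted effect of over 50% in size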
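Human TRb ligand-binding domain (0.6 uM) is mixed with 20 nM Texas Red SRC2 peptide and 1 uM T3; after compound addition and 5 hr at ambient temperature, polarization is measured and normalized to unbound and bound controls.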
RECQ1 helicase: RECQ1 (human) helicase inhibition | RECQ1 DNA unwinding, red fluorescence kinetic read | Potency, µM (titrated, usually from 57.3 µM), for inactives: top-dose activity, negative = inhibition, actives largely listed as inhibitors | 240,000 compounds, 0.54% hits | AID 2549;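 further: plate controls were vehicle for no effect and no enzyme for full effect; nearly all actives have a fitted effect of over 30% in size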
Target sequence (P46063 whole entry, looked up): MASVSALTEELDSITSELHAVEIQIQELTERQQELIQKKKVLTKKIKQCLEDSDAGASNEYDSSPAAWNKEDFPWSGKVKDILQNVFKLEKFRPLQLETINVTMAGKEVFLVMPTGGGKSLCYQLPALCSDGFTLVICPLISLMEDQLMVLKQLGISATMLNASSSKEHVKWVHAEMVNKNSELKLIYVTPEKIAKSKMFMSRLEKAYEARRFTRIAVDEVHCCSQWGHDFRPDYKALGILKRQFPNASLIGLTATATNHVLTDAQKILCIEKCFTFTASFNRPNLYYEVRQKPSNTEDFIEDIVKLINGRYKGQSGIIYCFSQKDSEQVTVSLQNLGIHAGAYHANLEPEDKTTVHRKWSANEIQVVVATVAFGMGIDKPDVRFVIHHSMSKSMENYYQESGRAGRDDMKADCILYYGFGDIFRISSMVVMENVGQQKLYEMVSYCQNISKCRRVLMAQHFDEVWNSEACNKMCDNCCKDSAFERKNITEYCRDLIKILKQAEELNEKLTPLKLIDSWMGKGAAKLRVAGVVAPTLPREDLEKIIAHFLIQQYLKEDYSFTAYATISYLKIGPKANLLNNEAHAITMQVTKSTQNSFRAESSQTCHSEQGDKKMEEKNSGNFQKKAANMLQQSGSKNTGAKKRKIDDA
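50 nM RECQ1T1 preincubated 15 min with compound in Tris pH 8.0 buffer with MgCl2, DTT, Tween-20 and 2.5 ug/ml poly(dI-dC); started with 200 nM TAMRA/BHQ-2 forked duplex and 2 mM ATP. Unwinding read as fluorescence (525/598 nm), two reads 2 h apart.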
L3MBTL1 block: L3MBTL1 (human) inhibition | Q9Y468 | AlphaScreen L3MBTL1–H3K9me1 peptide binding | Potency, µM (highest dose often 57.1 µM), without a hit: at the top dose activity, negative = inhibition, usual class: inhibitors | 230,000 compounds, 0.66% hits; further: on the % scale 0 is the no-effect control and ±100 the full control effect; nearly all actives have a fitted effect of over 60% in size
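AlphaScreen assay: L3MBTL1 (50 nM final) was preincubated 30 min at room temperature with biotinylated H3(1-15)K9me1 peptide (75 nM final), then 30 min with library compounds; streptavidin donor and nickel chelate acceptor beads (10 ug/mL final) added, 30 min dark.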
Tau fibril FP: tau fibrillization inhibition (FP) | P10636 | AID 1468 | 280,000 compounds, 0.39% hits | Potency, µM (top dose mostly 57.7 µM), inactives show at the highest dose activity, negative = inhibition, usual class: inhibitors | K18 P301L tau heparin fibrillization, Alexa594 FP, 6 h; further: on the % scale 0 is the no-effect control and ±100 the full control effect; nearly all actives have a fitted effect of over 55% in size
Target sequence (P10636 561-689 P618L limits assumed): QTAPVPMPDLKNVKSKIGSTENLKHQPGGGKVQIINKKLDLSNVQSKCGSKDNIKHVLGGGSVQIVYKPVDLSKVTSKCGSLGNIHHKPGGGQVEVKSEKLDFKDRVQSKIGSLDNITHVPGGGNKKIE
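Quantitative HTS format: compounds meet 15 uM recombinant K18 P301L tau and Alexa 594-tau tracer in 100 mM sodium acetate pH 7; 20 uM heparin triggers fibrillization at 37 C over 6 hr; FP gives the signal.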
Tau fluor cs: counter-screen for tau fibril formation inhibitors; tau K18 P301L Alexa594 fluorescence, heparin fibrillization; AID 1463; 280,000 compounds, 0.93% hits; Potency, µM (top dose mostly 57.7 µM), inactives show top-dose activity change, negative = decrease; further: on the % scale 0 is the no-effect control and ±100 the full control effect; nearly all actives have a fitted effect of over 55% in size
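Human K18 P301L tau (15 uM unlabeled plus 0.24 uM Alexa 594-labeled, final) in 100 mM sodium acetate pH 7 was mixed with compound and 20 uM heparin and incubated 6 hr at 37 C.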
HTT ATP protect: cytoprotection in Huntington HTT-Q103 PC12 cell model. Potency, µM (top dose mostly 56.4 µM), for inactives: cytoprotection (ATP increase), usual class: activators. PC12 HTT-Q103 induced, cytoprotection, ATP luminescence, 40 h. 230,000 compounds, 0.14% hits;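 further: % of control where 0% means no effect; nearly all actives have a fitted effect of over 45% in size; toxic huntingtin expression switched on by the ecdysone agonist tebufenozide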
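PC12 cells stably carrying ecdysone-inducible Htt exon 1 (Q103)–GFP were induced with 100 nM tebufenozide (final) alongside library compounds in a dose series. Cytoprotection was scored as retained ATP by ATPlite luminescence.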
Tau ThT inhib: blocks human tau fibril formation measured by thioflavin T; P10636; recombinant tau K18 P301L, heparin-induced fibrillization, ThT fluorescence; Potency, µM (titrated, usually from 57.4 µM), for inactives: at the highest dose activity, negative = inhibition, actives largely listed as inhibitors; 270,000 compounds, 2.1% hits; AID 1460; further: on the % scale 0 is the no-effect control and ±100 the full control effect; nearly all actives have a fitted effect of over 55% in size
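Fibril formation assay: tau K18 P301L at 15 uM with trace Alexa 594 label, heparin inducer 20 uM, pH 7 sodium acetate buffer, 37 C for 6 hr; endpoint ThT signal.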
* marks the source's active call; other numbers are inactive results; i = inactive; u = inconclusive; x = no result given; & = joins results of further samples; [ ] = remark or other dose. Unless noted, the call rests on the fitted dose curve; in most records, active means well fitted curve in the direction sought with a large enough effect; inconclusive means small, poorly fitted or top-dose-only effect, or another doubt; inactive means no such curve, though single readings can be large; an effect the other way counts as inactive or inconclusive. Potency means the concentration at half of the fitted maximal effect. Not all compounds are listed; rates above refer to the full screens.

No.	structure	Tau ThT inhib	Tau fibril FP	RECQ1 helicase	TexasRed fluor	Tau fluor cs	TRb-SRC2 inh	HTT ATP protect	L3MBTL1 block
1	CN(C)c1ccc(-c2cccc(C3CC=CC4C3C(=O)N(Cc3ccccc3)C4c3ccc4ccccc4c3)c2)cc1 (centres undefined)	-9%	5%	-8%	-2%&0%	-19%	7%&-8%	-26%[10 µM]	x
2	CCN1CCN(C(=O)Cn2ncc3c2-c2ccccc2OC3)CC1	0%	-9%	-6%	-2%	-1%	7%	-10%	-1%
3	CN(C)S(=O)(=O)c1ccc(C(=O)OCc2nnc(-c3ccccc3)o2)cc1	-4%	-2%	-3%	0%	-8%	-4%	6%[10 µM]	2%
4	COC(=O)c1c(C)n(-c2ccc(OC)cc2)c2ccc(O)cc12	u	-2%	-5%	-5%	u	-6%	-15%	-2%
5	NS(=O)(=O)c1ccc(CNC(=O)/C=C/c2ccccc2[N+](=O)[O-])cc1	-17%	4%	-1%	-6%	-11%	-4%	-20%	x
6	O=C(CSc1nnc(-c2ccc(S(=O)(=O)N3CCCC3)cc2)o1)NCc1ccco1	2%	0%	-27%	-3%	8%	-1%	-9%	-20%
7	S=C(NC1CCCCC1)N1CCN(C2CCCCC2)CC1	3%	2%	i	-4%	5%	4%	15%[10 µM]	5%
8	CCc1cc2c(NCCO)ncnc2s1	3%	-2%	i	0%	5%	-7%	-3%[10 µM]	9%
9	O=C(Cc1ccccc1)NCCC1=CCCCC1	-5%	0%	4%	1%	-1%	-1%	x	-1%
10	CCCS(=O)(=O)c1nc(S(=O)(=O)c2ccc(C)cc2)c(NCc2ccccc2)s1	2%	-11%	x	-1%	-23%	9%	x	x
11	CCOC(=O)c1[nH]c2ccccc2c1NC(=O)c1ccc(OC)c(OC)c1	u	8%	x	-3%	-28%	6%	x	x
12	COc1ccccc1S(=O)(=O)Cc1ccc(C(=O)N2CCCC2)o1	-12%	-4%	-3%	-1%	-9%	-4%	-35%	x
13	CCOC(=O)c1nc(N)sc1C(=O)OCC	4%	-3%	-7%	-1%	0%	3%	14%	3%
14	O=C(CCN1CCN(c2ccccc2F)CC1)c1ccc(Br)cc1	-26%	-11%	-4%	5%	-17%	-2%	-31%	-1%
15	Cc1nc(-c2c(C(F)(F)F)noc2-c2ccc(O)cc2O)cs1	1%	-8%	i	1%	-24%	1%	14%	0%

The last 2 entries of the part above open the next one.
No.	structure	Tau ThT inhib	Tau fibril FP	RECQ1 helicase	TexasRed fluor	Tau fluor cs	TRb-SRC2 inh	HTT ATP protect	L3MBTL1 block
14	O=C(CCN1CCN(c2ccccc2F)CC1)c1ccc(Br)cc1	-26%	-11%	-4%	5%	-17%	-2%	-31%	-1%
15	Cc1nc(-c2c(C(F)(F)F)noc2-c2ccc(O)cc2O)cs1	1%	-8%	i	1%	-24%	1%	14%	0%
16	OC[C@H]1O[C@@H](n2cnc3c(NC4CCCC4)ncnc32)[C@H](O)[C@@H]1O	-7%&-7%	3%&5%	-5%&-3%	-4%&-1%	-5%&-4%	-1%&-6%	10%	4%
17	Cc1cccc(NC2SC(=O)N(c3ccccc3)C2=O)c1 (centres undefined)	u	-5%	7%	0%	-7%	-9%	-14%	x
18	CC1Cc2ccccc2N1C(=O)Cn1cnc2ccccc2c1=O (centres undefined)	-10%	1%	0%	-1%	-7%	-11%	11%[10 µM]	-3%
19	CCOc1ccc(NC(=O)CSc2nnnn2CC(=O)O)cc1	3%	8%	5%	0%	0%	-7%	1%[10 µM]	-8%
20	CC1CCCN(c2ccc(C(=O)Nc3nnc(C4CC4)s3)cc2[N+](=O)[O-])C1 (centres undefined)	4µM*	u	-1%	0%	-25%	3%	14%[10 µM]	-7%
21	Cc1ccc(C(=O)c2cn(Cc3ccccc3)c3nc(C)ccc3c2=O)cc1	-18%	-3%	x	7%	-16%	-3%	x	x
22	CCC1CCCCN1C(=O)c1ccc2c(c1)N(Cc1cccc(Cl)c1)C(=O)c1ccccc1S2(=O)=O (centres undefined)	-6%	u	x	-1%	-15%	-1%	x	x
23	Fc1ccc(C2CC(c3ccccc3)Nc3ncnn32)cc1 (centres undefined)	1%	1%	i	-1%	1%	-18%	-7%	x
24	COC(=O)C(CC(C)C)NC(=O)CNC(=O)c1ccccc1C (centres undefined)	-5%	7%	-4%	1%	-5%	6%	13%	x
25	CNC(=O)c1c[nH]c2ccc(S(=O)(=O)Nc3cccc(Cl)c3C)cc2c1=O	-3%	-13%	x	0%	-24%	2%	x	-8%
26	CC1CCC(NC(=S)NCCN(C)C)CC1 (centres undefined)	-4%	1%	u	-3%	-5%	-5%	-16%	-5%[11.4 µM]
27	CC(=O)OC[C@H]1O[C@@H](O/N=C(\C)CCN2CCc3nc(-c4ccccc4)c(-c4ccccc4)cc3C2)[C@H](OC(C)=O)[C@@H](OC(C)=O)[C@H]1OC(C)=O	-5%[11.5 µM]	0%[11.6 µM]	i[11.5 µM]	2%[11.2 µM]	-2%[11.6 µM]	2%[11.2 µM]	u	x
28	CCOC(=O)N1CCc2c(sc(NC(=O)CN(CC)CC)c2C#N)C1	-12%	-2%	-5%	-2%	-16%	-1%	23%[10 µM]	1%
29	Cc1ccc(NC(=O)CSc2nc3c([nH]c4ccccc43)c(=O)n2C)cc1	-3%	-4%	i	-1%	-22%	2%	-8%	-4%
30	COc1ccc(N2CCN(C(=O)c3ccc4c(c3)[nH]c(=S)n3c5ccccc5nc43)CC2)cc1	-17%	5%	-8%	1%	-13%	0%	-6%[10 µM]	-3%
31	OCC1CCCCN1C(=S)Nc1ccc(Cl)cc1Cl (centres undefined)	-1%	-7%	10%	1%	5%	-10%	0%[10 µM]	2%
32	O=C(Nc1cccc(O)c1)c1noc2c1CCc1ccccc1-2	-13%&-7%	u	i	2%&-6%	u	-3%&2%	-113%[inhibitor]	x
33	Nc1nnc(-c2cccc([N+](=O)[O-])c2)o1	1%	3%	-4%	-2%	2%	3%	-6%[10 µM]	0%
34	Cc1ccc2c(CSc3nnc(C4CC4)n3N)cc(=O)oc2c1	-4%	-1%	i	0%	1%	1%	-13%	0%
35	C/C(=N\OCC(=O)Nn1c(=O)[nH]c2ccccc2c1=O)c1cccs1	0%	6%	i	0%	-1%	0%	-11%	-1%
36	CCOC(=O)N/N=C1/C[C@@H](O)[C@@H](O)[C@@H]2[C@@H]3C(=O)N(Cc4ccccc4)C(=O)[C@H]3CC[C@@H]12	-7%[11.5 µM]	-6%[11.6 µM]	-9%[11.5 µM]	2%[11.2 µM]	-7%[11.6 µM]	-5%[11.2 µM]	-38%[inhibitor][10 µM]	x
37	Clc1ccc2nc(-c3ccccc3)c(CN3CCOCC3)n2c1	-2%	-7%	-2%	-3%	-2%	-1%	-11%	-5%
38	COC(=O)[C@@]1(Cc2ccc(OC)cc2)[C@H]2c3cc(C(=O)N(C)C)n(CCN4CNCC4=O)c3C[C@H]2CN1C(=O)c1ccccc1	2%	5%	5%	2%	-1%	-7%	8%	x
39	Cc1ccc(N/C=C/C(=O)c2ccc(C)cc2)cc1	u	-15%	5%	2%	-13%	-1%	6%[10 µM]	x
40	Cc1ccc(C(=O)Nc2cc([N+](=O)[O-])ccc2F)s1	u	3%	-1%	-9%	-18%	0%	x	-1%
41	Cc1c(C)c(C)c(C(=O)C2CCN(c3ccc([N+](=O)[O-])cn3)CC2)c(C)c1C	-17%	1%	-4%	-3%	-26%	-4%	39%[10 µM]	40%[activator]
42	COc1ccc(CN2CCC(C(=O)NCCc3ccc(OC)c(OC)c3)CC2)c(OC)c1	-7%	8%	-6%	1%	-5%	4%	-1%[10 µM]	x
43	O=[N+]([O-])c1ccc(Sc2n[nH]c(-c3ccco3)n2)nc1	-15%	3%	-6%	-2%[53 µM]	-12%	15%[53 µM]	33%[10 µM]	-3%
44	CCCCC(CC)CNC(=O)CCCc1nnc2n(CCC)c(=O)c3sccc3n12 (centres undefined)	-8%	0%	x	-2%	-19%	-7%	x	x
45	O=C(CSCc1ccc([N+](=O)[O-])cc1)NCCSCc1ccccc1	-17%	1%	-2%	0%	-22%	10%	8%	-4%

Down the list, from the results shown:
Entries 32–43 in Tau ThT inhib read -13%&-7%, 1%, -4%, 0%, -7%[11.5 µM], -2%, 2%, u, u, -17%, -7%, -15%
Entries 32–43 in HTT ATP protect read -113%[inhibitor], -6%[10 µM], -13%, -11%, -38%[inhibitor][10 µM], -11%, 8%, 6%[10 µM], x, 39%[10 µM], -1%[10 µM], 33%[10 µM]

(list continues)
No.	structure	Tau ThT inhib	Tau fibril FP	RECQ1 helicase	TexasRed fluor	Tau fluor cs	TRb-SRC2 inh	HTT ATP protect	L3MBTL1 block
46	Cc1ccc(NC(=O)c2sc(Cl)nc2C)c(C)c1	9%	9%	-6%	-2%[53 µM]	12%	2%[53 µM]	10%[10 µM]	8%
47	CCc1c(O)nc(SCC(N)=O)n(-c2ccccc2F)c1=O	-4%	-3%	-11%	-7%	4%	-2%	-3%[0.074 µM]	7%
48	Cc1ccc(SCC(=O)Nc2ccccc2C(=O)O)cc1	-4%	3%	i	-2%	-5%	0%	-64%[inhibitor]	x
49	O=C(COc1ncnc2sccc12)NC1CCCc2ccccc21 (centres undefined)	-3%	4%	-13%	-24%	0%	1%	19%[10 µM]	0%
50	S=P(N1CC1)(N1CC1)N1CC1	6%	-3%	-12%	-2%[201 µM]	-3%	-5%[201 µM]	-66%&-105%	3%
51	COc1ccccc1NC(=O)C1=C(C)Nc2nc(SCc3ccccc3)nn2C1c1cccnc1 (centres undefined)	-12%	-5%	x	-1%	-24%	-1%	x	x
52	CC(=O)c1cccc(NS(=O)(=O)c2ccc3c(c2)oc(=O)n3C)c1	-1%	8%	7%	1%	0%	-6%	-2%[1.9 µM]	-12%
